ASM inhibitor: blocks human secretory acid sphingomyelinase; P17405; placental ASM, HMU-PC fluorogenic substrate, 60 min; hit rate 0.006% among 340,000; AID 504937; Potency, µM (highest dose often 57.5 µM), inactives show at the top dose activity change, negative = inhibition, hits mostly inhibitors; note: potency is the fitted concentration of half-maximal effect
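Fluorogenic HMU-PC substrate (9 uM final) is turned over by placental ASM in 60 min at 37 C after a 10 min compound preincubation. Reaction ended by alkaline stop (pH 10), with fluorescence read at 386/447 nm.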
Mito fusion act: inhibitors of mitochondrial division or activators of mitochondrial fusion | Potency, µM (series often up to 46.1 µM), for inactives: top-dose growth rescue (activation), actives largely listed as activators | AID 485298 | hit rate 0.23% among 320,000 | S. cerevisiae fusion-defective mutant growth rescue, CellTiterGlo 48 h;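 note: potency is the fitted concentration of half-maximal effect; % of control where 0% means no effect; nearly all actives have a fitted effect of over 45% in size; temperature-sensitive fusion mutants such as fzo1-1 at 37 °C on non-fermentable ethanol glycerol medium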
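Temperature-sensitive fusion-defective S. cerevisiae (e.g. fzo1-1, mgm1-5) were grown with compound in YPEG medium (3% ethanol, 3% glycerol) for 48 hours at 37C. Growth rescue was measured as viability by CellTiterGlo luminescence after 10 minutes at ambient.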
Eya2 inh: inhibitors of human Eya2 phosphatase activity; O00167; recombinant Eya2, OMFP fluorescence dephosphorylation (OMFP is methylfluorescein phosphate); Potency, µM (top dose mostly 76.9 µM), for inactives: at the top dose activity, negative = inhibition, hits mostly inhibitors; hit rate 0.006% among 330,000; AID 488837; note: potency is the fitted concentration of half-maximal effect; % is set by controls: 0 for no effect and ±100 for the full control effect
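Eya2 protein (added as 0.2 uM solution) was preincubated with compound for 10 min at ambient temperature in 50 mM HEPES pH 7.5, 50 mM NaCl, 5 uM MgCl2, 0.05% BSA, 1 mM DTT. OMFP (added at 50 uM) then reacted 10 min; fluorescence read at 485/525 nm.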
Tb PFK inh: inhibitors of T. brucei phosphofructokinase. hit rate 0.17% among 330,000. Potency, µM (titrated, usually from 57.5 µM), for the others: at the top dose activity, negative = inhibition, actives largely listed as inhibitors. T. brucei PFK, ADP-Glo luminescence. O15648. AID 485367;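 note: potency is the fitted concentration of half-maximal effect; 0% = uninhibited 1x PFK enzyme wells and -100% = no-enzyme wells; nearly all actives have a fitted effect of over 60% in size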
Target sequence (O15648 whole entry, looked up): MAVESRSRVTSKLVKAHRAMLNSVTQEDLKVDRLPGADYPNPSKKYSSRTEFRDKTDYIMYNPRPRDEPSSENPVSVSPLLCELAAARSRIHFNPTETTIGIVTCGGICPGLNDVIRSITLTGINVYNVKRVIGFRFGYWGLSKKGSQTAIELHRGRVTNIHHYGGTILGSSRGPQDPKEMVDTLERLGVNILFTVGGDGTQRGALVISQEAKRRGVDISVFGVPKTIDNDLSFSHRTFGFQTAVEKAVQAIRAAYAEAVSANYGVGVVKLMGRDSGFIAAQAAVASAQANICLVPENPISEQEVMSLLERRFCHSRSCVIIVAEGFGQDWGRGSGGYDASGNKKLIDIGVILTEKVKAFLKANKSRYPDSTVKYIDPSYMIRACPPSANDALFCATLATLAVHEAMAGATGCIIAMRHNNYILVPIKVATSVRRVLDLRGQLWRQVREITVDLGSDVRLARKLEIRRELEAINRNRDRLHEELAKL
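1.25 nM PFK with 0.5 mM F6P and 0.1 mM ATP in 0.1 M TEA pH 8.0, 5 mM MgCl2, incubated 45 min at room temperature; ADP measured by ADP-Glo luminescence; compounds titrated up to 57 uM.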
TSG101-PTAP inh: blocks PTAP/TSG101 interaction to inhibit HIV-1 budding. Q99816. Fluorescence polarization, FITC-PTAP peptide / Tsg101 binding. Potency, µM (titrated, usually from 115 µM), without a hit: top-dose activity change, negative = inhibition, hits mostly inhibitors. 340,000 tested, under 10 active. AID 493005; active = well fitted inhibition curve with a large enough effect in the main read-out, with a control signal flat, not every such curve was filed as active; inconclusive = small, poorly fitted or top-dose-only effect, or effect the other way, or a change in a side signal; inactive = no such curve, though single readings can be large or run the other way; note: potency is the fitted concentration of half-maximal effect; % of control where 0% means no effect
Target sequence (Q99816 whole entry, looked up): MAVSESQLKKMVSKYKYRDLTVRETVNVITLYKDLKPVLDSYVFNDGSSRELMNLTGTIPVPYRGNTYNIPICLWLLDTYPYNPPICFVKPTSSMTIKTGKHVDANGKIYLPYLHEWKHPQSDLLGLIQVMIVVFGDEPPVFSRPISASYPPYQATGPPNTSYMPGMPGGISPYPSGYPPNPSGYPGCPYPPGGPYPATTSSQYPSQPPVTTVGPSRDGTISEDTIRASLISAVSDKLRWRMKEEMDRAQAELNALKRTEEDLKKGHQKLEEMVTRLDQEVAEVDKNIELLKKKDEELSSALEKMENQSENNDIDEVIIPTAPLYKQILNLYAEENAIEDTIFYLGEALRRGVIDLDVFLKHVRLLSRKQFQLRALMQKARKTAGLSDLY
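Steps: Tsg101 binding domain dispensed (10 uM final), compounds pinned in DMSO, FITC-labeled PTAP-motif peptide added (50 nM final); after 20 min binding at room temperature, polarization measured.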
ELG1 DNA repair: blocks ELG1-dependent DNA repair in HEK293T cells; HEK293T ELG1-luciferase reporter, luminescence, 16 h; DNA damage induced by 5-fluorouridine; Potency, µM (highest dose often 46.1 µM), for the others: top-dose activity change, negative = inhibition, hits mostly inhibitors; hit rate 2.3% among 330,000; AID 504467; note: potency is the fitted concentration of half-maximal effect; % is set by controls: 0 for no effect and ±100 for the full control effect; nearly all actives have a fitted effect of over 55% in size
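Cells (2,000 per well) received 5-fluorouridine plus test compound or DMSO and were incubated 16 hr at 37 °C, 5% CO2. Luciferase activity was read by luminescence 30 min after ONE-Glo addition; signal suppression marked inhibition of damage-induced ELG1 function.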
TCR activator: activators of T cell receptors; primary human leukocytes, anti-CD3, IL-2 HTRF, 48 h; Potency, µM (highest dose often 9.22 µM), inactives show top-dose activation of IL-2 secretion, usual class: activators; 330,000 tested, under 10 active; note: % of control where 0% means no effect
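Primary human leukocytes were stimulated with a-CD3 beads plus compounds for 48 hr without co-stimulation; secreted IL-2 was quantified by HTRF using a-IL-2-K (europium cryptate) and a-IL-2-d2, excited at 320nm with acceptor emission read at 665nm.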
Chronic BCR inh: inhibitors of chronic active B-cell receptor signaling; hit rate 0.05% among 340,000; Potency, µM (highest dose often 46.1 µM), for inactives: at the top dose ratio change, negative = lower green/red ratio, actives largely listed as inhibitors; AID 493014; ABC-DLBCL IkBa-CBG/CBR reporter, luminescence ratio, 4 h; active = well fitted inhibition curve with a large enough effect in the signal ratio, with a control signal flat, not every such curve was filed as active; inconclusive = small, poorly fitted or top-dose-only effect, or effect the other way, or a change in a side signal; the % refers to the signal ratio;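 note: potency is the fitted concentration of half-maximal effect; plate controls were basal doxycycline-induced cells for no effect and cells given 10 µM MG132 for full effect; MG132 reads +100%, hits lower the ratio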
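Compounds up to 46 uM were incubated four hours with TMD8 cells whose green CBG68 luciferase is fused to IkappaBalpha; red CBR luminescence normalised the signal, and concentration-effect curves were fitted to fusion, red and ratio data.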
TSHR antag: human thyrotropin receptor antagonism; P16473; TSHR-expressing cells, TSH-stimulated cAMP HTRF, 2 h; stronger effect = lower value; activity change, negative = inhibition, % at 11.5 µM; hit rate 0.2% among 330,000; AID 504810;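 active = activity change below a set negative limit, meaning inhibition stronger than a set level, cut at about -70% in these data; inconclusive = activity change between two set negative limits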; note: % is set by controls: 0 for no effect and ±100 for the full control effect
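Freshly harvested TSHR cells receive pin-tooled compound, then EC80 TSH at 4nM final. After 2 hours at 37 deg C, antibody in lysis buffer and cAMP-d2 are added; 30 minutes at ambient temperature precede the HTRF read.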
Integrin act MD: activates integrin-mediated alleviation for muscular dystrophy; Potency, µM (doses to about 38.3 µM), without a hit: at the highest dose activation, hits mostly activators; alpha7betagal myoblasts, beta-gal FDG fluorescence, 48 h; AID 624291; hit rate 0.064% among 350,000;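 note: potency is the fitted concentration of half-maximal effect; 100% = response of the positive control SU9516; nearly all actives have a fitted effect of over 60% in size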
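Alpha7betagal+/- myoblasts (passage 13) were plated 16-24 hr, then exposed to compounds (1:260 dilution of DMSO stock) for 48 hours at 37C. After MPER lysis, β-galactosidase reporter activity was read as FDG fluorescence (ex 480/em 540) after 30 minutes.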
A-T KAP1 phos: candidate therapy for ataxia-telangiectasia; AID 485349; Potency, µM (highest dose often 57.5 µM), for the others: at the highest dose activation, usual class: activators; […] A-T fibroblasts, KAP-1 phosphorylation AlphaLISA; neocarzinostatin DNA damage 30 min before lysis; hit rate 0.19% among 320,000; note: potency is the fitted concentration of half-maximal effect; % of control where 0% means no effect; nearly all actives have a fitted effect of over 45% in size
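hTERT-immortalized A-T patient fibroblasts ([…]), 500 cells/well in OPTI-MEM, 1% FBS, got compounds for 60 min, then NCS for 30 min at 37C. Lysates were then assayed for phospho-KAP-1 by AlphaLISA (anti-pKAP1 donor, anti-KAP1 acceptor beads), 6 hr at 25C.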
* marks the source's active call; other numbers are inactive results; ? = inconclusive; . = no result given; [ ] = remark or other dose. Unless noted, calls come from the whole dose curve; as a rule, active = well fitted curve in the direction sought with a large enough effect; inconclusive = small, poorly fitted or top-dose-only effect, or another doubt; inactive = no such curve, though single readings can be large; an effect the other way counts as inactive or inconclusive.

SMILES	ASM inhibitor	Mito fusion act	Eya2 inh	Tb PFK inh	TSG101-PTAP inh	ELG1 DNA repair	TCR activator	Chronic BCR inh	TSHR antag	Integrin act MD	A-T KAP1 phos
COc1ccc2c(c1)OC[C@H]1[C@H]2N2C(=O)CN(Cc3ccco3)C(=O)[C@@]2(C)[C@H]1c1ccccc1	-6.2%	18.2%	-4.6%	6.3%	0.2%	?	-0.9%	?	19.2	8.1%	-5.7%
COc1ccccc1Oc1ccc(S(=O)(=O)N2CCCC2)cc1	-1.8%	-1.1%	-4.8%	-3.5%	-7.0%	-19.7%	-0.6%	1.5%	-11.9	2.2%	10.5%
CCn1c(SCC(=O)N2CCN(c3ccc(Cl)cc3)CC2)nc2ccccc2c1=O	-15.5%	-3.1%	3.1%	0.5%	-6.3%	0.1%	4.8%	-8.5%	2.7	-45.3%	2.8%
COc1ccccc1-n1cnc(N)c1C(=O)c1ccccc1	2.2%	-3.3%	2.7%	-0.5%	-1.2%	?	-5.1%	-5.7%	27.1	0.2%	-2.0%
CCOC(=O)C1=C(COC(=O)CNC(=O)c2cccc(C)c2)NC(=O)NC1C (stereo not drawn)	0.5%	3.0%	7.3%	-6.6%	-2.3%	?	1.4%	?	-4.9	5.4%	1.4%
CCOC(=O)c1[nH]c(C)c(C(=O)N(CC)CC)c1C	7.7%	1.6%	-7.2%	-4.1%	-0.9%	15.4%	12.2%	?	8.3	0.0%	-0.5%
C[C@@H]1CN([C@@H](C)CO)C(=O)c2cccc(NS(=O)(=O)c3ccc(F)cc3)c2O[C@H]1CN(C)C(=O)NC1CCCCC1	-9.8%	.	13.7%	3.3%	-0.3%	?	3.3%	1.6%	-3.6	-22.4%	-2.9%
O=C(CCN1C(=O)/C(=C/c2ccc(Cl)cc2)SC1=S)Nc1cccnc1	-0.2%	0.1%	-9.9%	-2.5%	-5.0%	6.6%	0.1%	?	-14.5	41.2%	-4.4%
CCCCn1c(N)c(N(CCOC)C(=O)COC(=O)/C=C/c2ccc(Br)cc2)c(=O)[nH]c1=O	-2.9%	0.3%	-3.9%	1.2%	0.7%	1.7%	-2.5%	-7.4%	-3.2	28.2%	8.7%
CCCC[C@]12Cc3ccccc3[C@H](O1)C1=C(O2)C(=O)c2ccccc2C1=O	.	-1.6%[9.22 µM]	-0.9%[15.4 µM]	3.5%[11.5 µM]	.	.	.	-21.7%[9.22 µM]	.	.	8.7%[11.5 µM]
CC(=O)Nc1ccc(SCC(=O)NCCc2ccc(F)cc2)cc1	-5.4%	5.2%	6.6%	-7.9%	2.0%	17.0%	5.5%	-0.6%	21.0	0.0%	1.1%
O=C(Cn1nnc(-c2ccc(CN3CCOCC3)cc2)n1)Nc1nc(-c2ccccc2)cs1	-9.5%	-1.0%	-4.0%	4.0%	0.3%	?	2.7%	0.7%	-25.9	-19.3%	3.6%
O=C1C2C3CCCC3=C3CCCC3C2C(=O)N1c1ccc(F)cc1 (stereo not drawn)	3.8%	3.1%	-15.2%	-2.3%	1.3%	-12.3%	-4.3%	0.1%	24.8	10.5%	-3.0%
O=C(CC1C(=O)NCCN1C(=O)Nc1ccccc1)Nc1ccc(F)cc1 (stereo not drawn)	3.1%	-4.5%	3.6%	-14.0%	-4.0%	-4.2%	-0.4%	?	7.8	-0.2%	-0.4%
CC(C)NCC(O)COCCOc1ccc(Cl)cc1 (stereo not drawn)	-6.3%	-5.0%	-27.8%	2.0%	-1.9%	-2.2%	-4.0%	?	-2.2	0.5%	-1.8%
CN1C(=O)N(CC(=O)Nc2sccc2C(N)=O)C(=O)C12CCCCC2	3.6%	3.3%	-4.0%	-2.7%	0.7%	9.3%	-1.3%	0.2%	-1.5	?	-4.7%
Cc1c(Br)ccc(NC(=O)COc2ccccc2C(N)=O)c1C	-6.5%	-2.3%	-8.4%	-4.0%	-2.3%	2.9%	19.1%	-0.7%	-3.2	12.3%	2.5%
COc1ccc(C(=O)COC(=O)CNC(=O)c2ccccc2)cc1F	-3.9%	-3.3%	-12.0%	-2.2%	-6.6%	2.5%	-3.0%	-0.2%	-2.7	-12.1%	0.4%
O=C(Nc1ccccc1O)c1cccc(S(=O)(=O)N2CCOCC2)c1	-0.7%	4.9%	-3.9%	5.5%	-12.0%	2.7%	-4.1%	-12.5%	14.1	1.7%	3.5%
CCC(=O)Nc1ccc(/C(C)=N\NC(=O)c2ccc(OC)cc2)cc1	3.8%	-0.1%	5.6%	0.0%	-1.4%	-0.1%	1.3%[46.1 µM]	-14.2%	-5.4	4.5%	1.8%
O=C(Nc1ccc(O)c(-c2nc3ccccc3o2)c1)C1(c2ccc(Cl)cc2)CCCC1	61.0%[activator]	-3.1%	-4.2%	0.1%	-3.5%	11.8%	-1.9%[46.1 µM]	16.5%	46.1	-21.0%	9.5%
COc1ccc(-c2oc3ccc(-c4cc(OC)c(OC)c(OC)c4)cc3c2C(=O)c2ccc(OC)nc2)cc1	31.5%	3.3%	-1.2%	-2.2%	-2.2%	?	11.1%	?	-1.4	19.7%	-0.4%
Cc1nc(SCC(=O)Nc2ccc(C)c(F)c2)c2oc3ccccc3c2n1	-3.2%	-2.0%	-7.0%	5.8%	-0.4%	-11.5%	-2.1%	-1.9%	-3.0	20.8%	-6.2%
Cc1ccc(C)c2[nH]c(=O)c(CCNC(=O)c3cc4ccccc4o3)cc12	-8.7%	6.9%	-21.4%	1.0%	0.5%	?	1.8%	?	6.5	12.1%	-1.4%
CCOc1ccc(-c2nnc3sc(COc4ccccc4)nn23)cc1	-19.5%	-0.9%	2.7%	3.5%	0.1%	-1.7%	-1.7%	10.5%	16.8	-22.3%	4.9%
Nc1nc(Nc2ccccc2F)nc(N2CCCC2)c1[N+](=O)[O-]	-11.1%	3.0%	1.7%	9.1%	0.9%	?	11.0%	0.6%	-4.4	-21.0%	0.4%
COc1ccc(CCNC(=O)C(C)OC(=O)c2cccs2)cc1OC (stereo not drawn)	-0.3%	1.2%	-3.0%	1.7%	-4.7%	3.8%	2.5%	12.3%	32.2	-9.7%	1.5%
COc1ccccc1/C=N/Nc1nncc2ccccc12	-5.7%	2.5%	-4.0%	7.7%	-0.1%	?	3.9%[46.1 µM]	?	24.2	20.1%	5.1%
CCN1CCN(C(=O)/C=C/c2ccccc2[N+](=O)[O-])CC1	3.9%	1.4%	7.9%	-0.3%	1.8%	8.6%	0.3%	0.5%	-2.5	11.1%	-2.3%
O=C(O)c1cc2nc3c(c(C(F)(F)F)n2n1)CCc1ccccc1-3	5.6%	0.8%	-14.1%[15.4 µM]	-7.9%	-9.4%	-1.7%	-3.3%	?	-3.4	-1.7%	-0.7%
O=C(CCN1C(=O)c2ccccc2C1=O)NNC(=O)c1ccc(Cl)cc1Cl	-0.9%	-4.5%	4.1%	-0.2%	1.2%	-0.1%	2.6%[46.1 µM]	1.2%	5.1	12.6%	0.5%
CCCCCCSc1ccc([C@@H]2[C@@H]3C(=O)N(C)C(=O)[C@@H]3[C@]3(C(=O)OC)CCCCN23)cc1	-0.2%	.	-10.2%	-0.4%	1.4%	11.0%	5.2%	-1.3%	-9.8	9.5%	-5.5%
CC(=O)c1cccc(S(=O)(=O)N2CCC(C(=O)Oc3ccc(-c4nnco4)cc3)CC2)c1	-0.1%	.	-1.1%	-5.4%	2.6%	9.0%	-0.4%[46.1 µM]	?	-3.5	21.4%	3.7%
